SENP7 inh: SENP7 protease inhibitors, primary screen, biochemical, luminescence, uHTS; recombinant SENP7, Z-RLRGG-aminoluciferin luminescence, 40 min; AID 434973, 2010; inhibition, % at 5 µM; hit rate 1.5% among 330,000;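 active = inhibition above about 50% at the single test dose, limit read from the data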;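 also: plate controls were DMSO with enzyme for no effect and no enzyme buffer wells for full effect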
Target sequence (Q9BQF6 706-1050 limits assumed): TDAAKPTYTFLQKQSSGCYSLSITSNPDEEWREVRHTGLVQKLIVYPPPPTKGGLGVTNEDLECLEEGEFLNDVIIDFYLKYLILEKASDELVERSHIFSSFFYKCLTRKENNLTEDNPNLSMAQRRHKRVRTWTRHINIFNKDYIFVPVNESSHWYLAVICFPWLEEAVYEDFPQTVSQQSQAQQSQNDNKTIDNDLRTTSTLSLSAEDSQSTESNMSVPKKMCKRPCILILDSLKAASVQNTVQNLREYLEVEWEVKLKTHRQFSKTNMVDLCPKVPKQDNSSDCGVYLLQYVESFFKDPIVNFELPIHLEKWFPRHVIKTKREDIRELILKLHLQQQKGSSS
PfGluPho inh: PfG6PD enzyme inhibitors, primary screen, biochemical, fluorescence intensity, uHTS. glucose-6-phosphate dehydrogenase-6-phosphogluconolactonase (Plasmodium falciparum 3D7). inhibition, % at 20 µM. PfGluPho enzyme, NADPH resazurin-diaphorase fluorescence. hit rate 0.78% among 350,000;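 active = inhibition reaching at least a set limit at 20 µM in the primary screen, cut at about 59% in these data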;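 also: 0% = DMSO wells with substrate and 100% = DMSO wells lacking glucose-6-phosphate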
SENP6 inh: SENP6 protease inhibitors, primary screen, biochemical, luminescence, uHTS | Sentrin-specific protease 6 (Homo sapiens), Q9GZR1 | Recombinant SENP6 catalytic domain, aminoluciferin luminescence | inhibition, % at 10 µM | hit rate 1.8% among 330,000 | AID 2599, 2010;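 active = inhibition above about 50% at the single tested dose, limit read from the data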;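 also: plate controls were DMSO wells with enzyme for no effect and DMSO wells lacking enzyme for full effect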
Target sequence (Q9GZR1 628-1112 limits assumed): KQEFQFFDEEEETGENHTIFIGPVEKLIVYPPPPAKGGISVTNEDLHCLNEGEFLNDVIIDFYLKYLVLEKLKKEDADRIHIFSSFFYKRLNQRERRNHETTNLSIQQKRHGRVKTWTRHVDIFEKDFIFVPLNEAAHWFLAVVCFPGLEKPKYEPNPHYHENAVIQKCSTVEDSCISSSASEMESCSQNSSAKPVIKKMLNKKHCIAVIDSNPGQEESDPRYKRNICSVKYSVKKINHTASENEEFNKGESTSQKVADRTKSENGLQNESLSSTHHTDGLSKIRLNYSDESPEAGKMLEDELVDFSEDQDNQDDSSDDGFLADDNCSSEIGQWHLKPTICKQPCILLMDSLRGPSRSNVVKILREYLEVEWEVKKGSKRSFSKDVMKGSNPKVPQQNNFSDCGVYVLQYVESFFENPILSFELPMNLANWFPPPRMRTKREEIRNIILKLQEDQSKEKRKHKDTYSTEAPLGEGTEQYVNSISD
SENP8 block-1: human SENP8 protease inhibitors, primary screen, biochemical, fluorescence, Nedd8 protein substrate, uHTS; hit rate 0.64% among 360,000; AID 602440, 2012; Sentrin-specific protease 8 (Homo sapiens), Q96LD8; recombinant SENP8; inhibition, % at 20 µM; in the data active = inhibition mostly above about 40%, no sharp cut-off; inactive = mostly below about 27%
SENP8 block-2: SENP8 protease inhibitors, primary screen, biochemical, luminescence; Sentrin-specific protease 8 (Homo sapiens), Q96LD8; purified SENP8, Z-RLRGG-aminoluciferin cleavage; inhibition, % at 10 µM; hit rate 1.2% among 330,000; AID 2540, 2010; in the data active = inhibition above about 50%
NALP3 yeast inh: NALP3 inflammasome inhibitors in reconstituted yeast, primary screen, luminescence, uHTS; Yeast reconstituted NLRP3/ASC/caspase-1, beta-gal luminescence, 24 h; inhibition, % at 10 µM; hit rate 0.39% among 330,000;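 active = inhibition of 50% or more; inactive = inhibition below 50%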;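 also: plate controls were induced DMSO wells for no effect and uninduced yeast grown without galactose for full effect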
HKDC1 inh: HKDC1 hexokinase inhibitors, primary screen, biochemical, fluorescence, uHTS | Q2TB90 | inhibition, % at 20 µM | hit rate 0.16% among 340,000 | recombinant HKDC1, G6PDH/diaphorase resazurin coupled fluorescence;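 active = inhibition above about 35% when tested at 20 µM, limit read from the data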;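 also: plate controls were DMSO wells with enzyme for no effect and DMSO wells lacking enzyme for full effect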
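Test system: HK5 enzyme. Quantity: 5 µg/mL HK5 final. Reagent: glucose and ATP substrates. Schedule: 90 min reaction incubation at room temperature, dark. Technique: resazurin-to-resorufin fluorescence via G6PDH and diaphorase coupling, 525/613 nm. Control set: DMSO wells with and without enzyme mix.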
Apaf1 inhib: inhibitors of human Apaf-1 apoptosome, primary screen, biochemical, DEVD-Rh110 fluorescence, uHTS. hit rate 0.71% among 330,000. inhibition, % at 20 µM. reconstituted apoptosome caspase-3 activity. AID 489030, 2010. Apoptotic protease-activating factor 1 (Homo sapiens), O14727; active = inhibition of at least 40% at 20 µM;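 also: plate controls were DMSO wells for no effect and DEVD-CHO caspase inhibitor wells for full effect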
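Material: reconstituted apoptosome with Apaf-1, cytochrome c, caspase-9, procaspase-3, dATP; medium: pH 7.5 Hepes buffer with CHAPS, BSA, DTT; also added: cytochrome c and DEVD-Rh110 substrate; timing: 30 min plus 50 min, RT; signal: Rh110 fluorescence intensity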
SENP1 FRET inh: human SENP1 catalytic domain inhibitors, primary screen, biochemical, FRET, uHTS; Sentrin-specific protease 1 (Homo sapiens), Q9P0U3; recombinant SENP1 catalytic domain, CyPet-SUMO1-YPet FRET cleavage; hit rate 0.21% among 360,000; inhibition, % at 10 µM;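 active = inhibition at least 30% at 10 µM, raw YFP signal under a set limit, fluorescence ratio 0.5 to 1.5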;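 also: 0% = enzyme with DMSO and 100% = no enzyme wells; some results filed as inactive read as strong as hits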
Target sequence (Q9P0U3 419-644 limits assumed): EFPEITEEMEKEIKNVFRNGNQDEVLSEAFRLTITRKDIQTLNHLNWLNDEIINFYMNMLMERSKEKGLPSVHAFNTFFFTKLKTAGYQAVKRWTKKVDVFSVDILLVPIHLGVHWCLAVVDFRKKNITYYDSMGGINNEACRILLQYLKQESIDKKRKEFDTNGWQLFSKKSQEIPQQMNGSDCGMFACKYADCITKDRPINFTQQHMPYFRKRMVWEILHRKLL
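Controls: no-enzyme wells low, DMSO-plus-enzyme wells high control. Test system: human recombinant His6-tagged SENP1 catalytic domain enzyme. Reagent: SFCypet-SUMO1-SFYpet FRET protein substrate, 25 nM final. Doses: one dose per compound, 10 µM, 0.5% DMSO. Detection: FRET, CFP and YFP emission. Timing: 50 min reaction at room temperature.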
* marks the source's active call; other numbers are inactive results.

Results for Cc1cccn2c(=O)c(C(=O)NCCCN3CCCCC3C)c(O)nc12 (stereo unspecified) ?
SENP7 inh: 1; PfGluPho inh: 20; SENP6 inh: -6; SENP8 block-1: -170; SENP8 block-2: -6; NALP3 yeast inh: 23; HKDC1 inh: -4; Apaf1 inhib: 3; SENP1 FRET inh: -4

How did Cc1ccc(NNC(=O)CCc2ccccc2)c(C)c1 do in these assays?
SENP7 inh: 10; PfGluPho inh: -3; SENP6 inh: -18; SENP8 block-1: 24; SENP8 block-2: -1; NALP3 yeast inh: 6; HKDC1 inh: 1; Apaf1 inhib: -1; SENP1 FRET inh: 6

Results for COc1ccc(N2C(=O)CC(NCc3cccc(F)c3)C2=O)cc1 (stereo unspecified) ?
SENP7 inh: 3; PfGluPho inh: -11; SENP6 inh: 5; SENP8 block-1: 16; SENP8 block-2: 1; NALP3 yeast inh: 3; HKDC1 inh: -12; Apaf1 inhib: 5; SENP1 FRET inh: 2

How did Cc1cc(C)c2c(C)[nH]nc2n1 do in these assays?
SENP7 inh: -3; PfGluPho inh: -13; SENP6 inh: -7; SENP8 block-1: -21; SENP8 block-2: -1; NALP3 yeast inh: 23; HKDC1 inh: -3; Apaf1 inhib: -7; SENP1 FRET inh: 2

What do the screens show for `Cc1nnsc1C(=O)Nc1ccc(S(=O)(=O)N2CCC(C)CC2)cc1`?
SENP7 inh: -5; PfGluPho inh: -11; SENP6 inh: -7; SENP8 block-1: 12; SENP8 block-2: -4; NALP3 yeast inh: -10; HKDC1 inh: 0; Apaf1 inhib: 12; SENP1 FRET inh: 0

How did CCOc1ccc(C(=O)NC2CCN(C(=O)N3CCCC3)CC2)cc1 do in these assays?
SENP7 inh: -2; PfGluPho inh: -26; SENP6 inh: -6; SENP8 block-1: 28; SENP8 block-2: -6; NALP3 yeast inh: 1; HKDC1 inh: -10; Apaf1 inhib: -2; SENP1 FRET inh: 1

What do the screens show for `CC(=O)c1nn(-c2ccc(C)cc2)cc1C(=O)c1cccc(Br)c1`?
SENP7 inh: 1; PfGluPho inh: -3; SENP6 inh: -9; SENP8 block-1: 0; SENP8 block-2: 2; NALP3 yeast inh: 4; HKDC1 inh: -3; Apaf1 inhib: -10; SENP1 FRET inh: 0

Results for CC(C)Nc1c(N)c(=O)oc2ccccc12 ?
SENP7 inh: 5; PfGluPho inh: 19; SENP6 inh: -11; SENP8 block-1: -14; SENP8 block-2: -11; NALP3 yeast inh: 4; HKDC1 inh: -5; Apaf1 inhib: 1; SENP1 FRET inh: 2

What do the screens show for `CC1(C)CC(=O)N(CC(=O)N2CCN(c3ncccn3)CC2)c2ccccc2S1(=O)=O`?
SENP7 inh: 2; PfGluPho inh: -16; SENP6 inh: 0; SENP8 block-1: -30; SENP8 block-2: 3; NALP3 yeast inh: -3; HKDC1 inh: 2; Apaf1 inhib: -4; SENP1 FRET inh: 2

Results for COC(=O)CN(c1ccc(F)cc1)S(=O)(=O)c1ccccc1 ?
SENP7 inh: -6; PfGluPho inh: -9; SENP6 inh: -2; SENP8 block-1: 7; SENP8 block-2: 1; NALP3 yeast inh: -34; HKDC1 inh: -2; Apaf1 inhib: -4; SENP1 FRET inh: 1

How did CCCN1c2cccc3cccc(c23)S1(=O)=O do in these assays?
SENP7 inh: -9; PfGluPho inh: 18; SENP6 inh: -16; SENP8 block-1: inactive; SENP8 block-2: -10; NALP3 yeast inh: -26; HKDC1 inh: 8; Apaf1 inhib: 16; SENP1 FRET inh: -3

What do the screens show for `CCC(C)N(C(=O)COC(=O)CN=C1NS(=O)(=O)c2ccccc21)C1CCS(=O)(=O)C1` (stereo unspecified)?
SENP7 inh: -1; PfGluPho inh: -1; SENP6 inh: 4; SENP8 block-1: 15; SENP8 block-2: 3; NALP3 yeast inh: -11; HKDC1 inh: -5; Apaf1 inhib: -12; SENP1 FRET inh: 3

Results for COC(=O)c1ccc(C(=O)OC)c(NC(=S)N2CCCCC2C)c1 (stereo unspecified) ?
SENP7 inh: 5; PfGluPho inh: 22; SENP6 inh: -5; SENP8 block-1: -312; SENP8 block-2: -8; NALP3 yeast inh: 1; HKDC1 inh: -12; Apaf1 inhib: 5; SENP1 FRET inh: -145

Results for CC(C)OC(=O)c1ccc(COC(=O)c2cnccn2)cc1 ?
SENP7 inh: 69*; PfGluPho inh: -14; SENP6 inh: 59*; SENP8 block-1: 4; SENP8 block-2: 42; NALP3 yeast inh: 27; HKDC1 inh: -6; Apaf1 inhib: 2; SENP1 FRET inh: 2

How did O=C(OCc1ccccc1)N1CCC2CC1c1cc(NCCc3ccccc3)ccc12 (stereo unspecified) do in these assays?
PfGluPho inh: 22; SENP8 block-1: 3; HKDC1 inh: 4; SENP1 FRET inh: 0

Already shown: 4 of the compounds above.
Results for Cc1cccn2c(=O)c(C(=O)NCCCN3CCCCC3C)c(O)nc12 (stereo unspecified) ?
SENP7 inh: 1; PfGluPho inh: 20; SENP6 inh: -6; SENP8 block-1: -170; SENP8 block-2: -6; NALP3 yeast inh: 23; HKDC1 inh: -4; Apaf1 inhib: 3; SENP1 FRET inh: -4

How did Cc1ccc(NNC(=O)CCc2ccccc2)c(C)c1 do in these assays?
SENP7 inh: 10; PfGluPho inh: -3; SENP6 inh: -18; SENP8 block-1: 24; SENP8 block-2: -1; NALP3 yeast inh: 6; HKDC1 inh: 1; Apaf1 inhib: -1; SENP1 FRET inh: 6

Results for COc1ccc(N2C(=O)CC(NCc3cccc(F)c3)C2=O)cc1 (stereo unspecified) ?
SENP7 inh: 3; PfGluPho inh: -11; SENP6 inh: 5; SENP8 block-1: 16; SENP8 block-2: 1; NALP3 yeast inh: 3; HKDC1 inh: -12; Apaf1 inhib: 5; SENP1 FRET inh: 2

How did Cc1cc(C)c2c(C)[nH]nc2n1 do in these assays?
SENP7 inh: -3; PfGluPho inh: -13; SENP6 inh: -7; SENP8 block-1: -21; SENP8 block-2: -1; NALP3 yeast inh: 23; HKDC1 inh: -3; Apaf1 inhib: -7; SENP1 FRET inh: 2

Continuation.
How did CCOC(=O)CC(=O)Nc1ccn[nH]1 do in these assays?
SENP7 inh: 1; PfGluPho inh: 4; SENP6 inh: -25; SENP8 block-1: 19; SENP8 block-2: 0; NALP3 yeast inh: 8; HKDC1 inh: -7; Apaf1 inhib: -9; SENP1 FRET inh: -2

What do the screens show for `COCCCNS(=O)(=O)c1ccc2[nH]c3c(c2c1)CCCCC3`?
SENP7 inh: -6; PfGluPho inh: -6; SENP6 inh: 8; SENP8 block-1: -19; SENP8 block-2: -1; NALP3 yeast inh: 27; HKDC1 inh: -1; Apaf1 inhib: 8; SENP1 FRET inh: -25

Results for Cc1ccc(C)c(NS(=O)(=O)c2cc(C(=O)NCCSC3CCCCC3)ccc2C)c1 ?
SENP7 inh: -1; PfGluPho inh: -11; SENP6 inh: -13; SENP8 block-1: 32; SENP8 block-2: 3; NALP3 yeast inh: 13; HKDC1 inh: 14; Apaf1 inhib: 6; SENP1 FRET inh: 0

Results for O=C(C1=C[C@@H](c2ccc(C(F)(F)F)cc2)C[C@@H](OCCCCO)O1)N1CCN(Cc2ccccc2)CC1 ?
SENP7 inh: 1; PfGluPho inh: 9; SENP6 inh: -14; SENP8 block-1: 11; SENP8 block-2: -3; NALP3 yeast inh: 17; HKDC1 inh: -4; Apaf1 inhib: 20; SENP1 FRET inh: -8

How did CC1CCN(c2ccc(NC(=S)NC(=O)c3ccco3)cc2)CC1 do in these assays?
SENP7 inh: -8; PfGluPho inh: 32; SENP6 inh: -17; SENP8 block-1: 42*; SENP8 block-2: -6; NALP3 yeast inh: 25; HKDC1 inh: -1; Apaf1 inhib: 12; SENP1 FRET inh: 3

How did CCOc1ccc(C(=O)NCC(=O)OCCCC(=O)c2ccc(F)cc2)cc1OCC do in these assays?
SENP7 inh: -1; PfGluPho inh: -2; SENP6 inh: -8; SENP8 block-1: 4; SENP8 block-2: -1; NALP3 yeast inh: -4; HKDC1 inh: -3; Apaf1 inhib: 1; SENP1 FRET inh: 1

What do the screens show for `CCc1cccc(NC(=O)C2CCCN(S(=O)(=O)c3cnc[nH]3)C2)c1` (stereo unspecified)?
SENP7 inh: 11; PfGluPho inh: 8; SENP6 inh: -1; SENP8 block-1: 7; SENP8 block-2: 4; NALP3 yeast inh: 7; HKDC1 inh: -4; Apaf1 inhib: -10; SENP1 FRET inh: 3

What do the screens show for `CCN(C(=O)CSc1nc(N)cc(N)n1)C1CCS(=O)(=O)C1` (stereo unspecified)?
SENP7 inh: 5; PfGluPho inh: -9; SENP6 inh: 2; SENP8 block-1: 4; SENP8 block-2: 0; NALP3 yeast inh: 9; HKDC1 inh: 2; Apaf1 inhib: -7; SENP1 FRET inh: -2

Results for O=C1C=C(C2OC(CO)C(O)C2O)C(=O)N1 (stereo unspecified) ?
PfGluPho inh: 7; SENP8 block-1: 6; HKDC1 inh: -6; SENP1 FRET inh: 0

How did COc1cc(/C=C2/CCC/C(=C\c3cc(O)c(OC)c(Cl)c3)C2=O)cc(Cl)c1O do in these assays?
SENP7 inh: 2; PfGluPho inh: 13; SENP6 inh: -6; SENP8 block-1: 19; SENP8 block-2: -3; NALP3 yeast inh: 18; HKDC1 inh: 22; Apaf1 inhib: 33; SENP1 FRET inh: -5

Results for O=C(NNc1ccc(Cl)cc1)c1c(F)cccc1Cl ?
SENP7 inh: 8; PfGluPho inh: 22; SENP6 inh: -7; SENP8 block-1: 1; SENP8 block-2: -3; NALP3 yeast inh: 13; HKDC1 inh: -6; Apaf1 inhib: -2; SENP1 FRET inh: 3

How did CC1(C)C2CCC(C2)C1(C)NC(=O)CNC1CCCCC1 (stereo unspecified) do in these assays?
SENP7 inh: -3; PfGluPho inh: -15; SENP6 inh: -5; SENP8 block-1: 13; SENP8 block-2: -2; NALP3 yeast inh: 14; HKDC1 inh: -5; Apaf1 inhib: 6; SENP1 FRET inh: 1

How did CCN1CCN(c2ncc(C(=O)Nc3cc(Cl)ccc3OC)c3ccccc23)CC1 do in these assays?
SENP7 inh: 3; PfGluPho inh: 3; SENP6 inh: -5; SENP8 block-1: -114; SENP8 block-2: -6; NALP3 yeast inh: 29; HKDC1 inh: -3; Apaf1 inhib: 10; SENP1 FRET inh: 1

From PubChem BioAssay
